High-throughput results deposited in PubChem BioAssay by several laboratories.
RGS8-Gao – regulators of human RGS8-Galphao interaction; P09471; response (percent of control binding), % at 10 µM; multiplexed bead flow cytometry, RGS8-Galphao binding; actives lie on both sides; 0.34% of 220,000 active; AID 1423; in the data active means response below about 60% or above about 140%; inactive means in between;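 further: Galphao activated as the GDP aluminium fluoride complex binding bead-coupled RGS8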
Bim-Bcl-2 – disrupts Bim peptide binding to human Bcl-2. inhibition, % at 10 µM. P10415. Bead-based flow cytometry, Bim peptide-Bcl-2 binding. AID 950. 0.06% of 190,000 active; in the data active means inhibition above about 40%; inconclusive means no clear call, values can overlap the other calls;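 further: 0% = no compound wells with probe peptide and 100% = reference peptide inhibitor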
Target sequence (P10415 whole entry, looked up): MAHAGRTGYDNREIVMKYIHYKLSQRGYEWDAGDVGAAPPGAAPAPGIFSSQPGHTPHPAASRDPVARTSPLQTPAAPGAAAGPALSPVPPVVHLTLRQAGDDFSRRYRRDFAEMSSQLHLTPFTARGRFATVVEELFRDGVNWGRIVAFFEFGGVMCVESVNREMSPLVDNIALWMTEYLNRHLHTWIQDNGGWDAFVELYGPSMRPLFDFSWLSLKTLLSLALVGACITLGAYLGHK
Bim-Bcl-XL – disrupts Bim peptide binding to human Bcl-XL; inhibition, % at 10 µM; 0.04% of 190,000 active; Q07817; bead flow cytometry, fluorescence
Target sequence (Q07817 whole entry, looked up): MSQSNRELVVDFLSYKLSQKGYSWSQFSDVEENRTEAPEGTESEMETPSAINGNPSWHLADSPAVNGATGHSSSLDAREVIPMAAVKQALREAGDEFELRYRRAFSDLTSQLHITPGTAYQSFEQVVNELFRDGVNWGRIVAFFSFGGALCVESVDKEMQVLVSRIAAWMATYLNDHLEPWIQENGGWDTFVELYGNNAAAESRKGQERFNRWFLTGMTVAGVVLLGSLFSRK
Bim-Bcl-B – human Bim-Bcl-B interaction inhibition. bead-based flow cytometry, Bim peptide-Bcl-B binding. inhibition, % at 10 µM. 0.073% of 190,000 active. AID 951;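 further: 0% = tracer peptide without compound and 100% = reference inhibitor peptide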
Bim-Bfl-1 – inhibitors of Bim-Bfl-1 interaction, human; Q16548; Bead-based flow cytometry, Bim-Bfl-1 binding inhibition; inhibition, % at 10 µM; AID 1008; 0.12% of 190,000 active;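 further: 0% = wells without compound plus tracer and 100% = blocker peptide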
RGS4-Gao reg – modulates binding of RGS4 to human Galphao; Multiplexed bead flow cytometry; actives lie on both sides; binding response (% of control), % at 10 µM; 0.33% of 220,000 active; in the data active means binding response below about 49% or above about 150%; inactive means in between;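 further: fluorescent Galphao activated with aluminum fluoride binding bead-coupled RGS4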
Mcl1 Noxa PPI – disrupts binding of human Mcl-1 to Noxa peptide; Q07820; TR-FRET Mcl-1/Noxa peptide binding, 2 h; inhibition, % at 21.7 µM; 1.5% of 220,000 active; AID 1022;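 active means compounds that cut the protein-peptide binding signal by more than 50% relative to plate controls in a single-dose test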;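 further: His-tagged Mcl-1 with rhodamine Noxa BH3 peptide and terbium anti-His antibody; 0% = Mcl-1 plus Noxa peptide wells and 100% = peptide-only wells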
Target sequence (Q07820 whole entry, looked up): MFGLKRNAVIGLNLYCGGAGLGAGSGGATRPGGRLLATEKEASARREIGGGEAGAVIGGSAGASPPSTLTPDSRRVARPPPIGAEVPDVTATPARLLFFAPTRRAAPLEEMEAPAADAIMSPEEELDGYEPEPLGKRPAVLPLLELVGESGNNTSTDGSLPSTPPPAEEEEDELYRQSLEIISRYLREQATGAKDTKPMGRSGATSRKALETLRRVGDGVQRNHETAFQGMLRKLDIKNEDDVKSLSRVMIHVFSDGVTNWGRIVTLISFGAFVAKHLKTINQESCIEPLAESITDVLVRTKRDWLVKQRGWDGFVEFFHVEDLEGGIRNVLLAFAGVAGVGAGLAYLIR
Mcl1 Bid PPI – disrupts binding of human Mcl-1 to Bid peptide. Q07820. TR-FRET Mcl-1/Bid-Dy647 peptide binding, 1536-well. inhibition, % at 21.7 µM. 0.97% of 220,000 active. AID 1021;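 active means compounds that cut the binding signal by more than half at the single screening dose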;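 further: His-tagged Mcl-1 with europium anti-His antibody binding Bid BH3 peptide; 0% = Mcl-1 plus peptide wells and 100% = peptide-only wells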
RGS7-Gao – human RGS7-Galphao interaction regulation. Multiplexed bead flow cytometry, RGS7-Galphao binding; actives lie on both sides. binding response (% of control), % at 10 µM. 0.35% of 220,000 active. AID 1439; in the data active means binding response below about 49% or above about 150%; inconclusive means no clear call, values can overlap the other calls; inactive means in between;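 further: fluorescent Galphao held in activated GDP-AlF4 state binding bead-coupled RGS7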
Bim-Mcl-1 – inhibitors of Bim-Mcl-1 interaction, human; Q07820; Bead-based flow cytometry, Bim peptide-Mcl-1 binding; inhibition, % at 10 µM; 0.1% of 190,000 active;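 further: 0% = no compound tracer wells and 100% = peptide blocker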
Bcl-W Bim block – human Bim-Bcl-W interaction inhibition. bead-based flow cytometry, Bim peptide-Bcl-W binding. 0.02% of 190,000 active. AID 952. Q92843. inhibition, % at 10 µM;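 further: 0% = bound tracer without compound and 100% = peptide blocker; higher means less fluorescent Bim peptide bound to Bcl-W beads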
Target sequence (Q92843 whole entry, looked up): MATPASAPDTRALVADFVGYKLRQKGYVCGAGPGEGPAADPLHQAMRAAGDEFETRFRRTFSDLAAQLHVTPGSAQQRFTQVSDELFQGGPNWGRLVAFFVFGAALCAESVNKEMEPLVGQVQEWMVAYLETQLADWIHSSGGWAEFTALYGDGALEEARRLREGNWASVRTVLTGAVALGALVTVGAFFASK
Numbers without * were called inactive; u = inconclusive; x = no result given; [ ] = dose if it differs, or a comment. Unless noted, no stated cut-off is given here; in the data, active means inhibition above about 40%.

RGS8-Gao	Bim-Bcl-2	Bim-Bcl-XL	Bim-Bcl-B	Bim-Bfl-1	RGS4-Gao reg	Mcl1 Noxa PPI	Mcl1 Bid PPI	RGS7-Gao	Bim-Mcl-1	Bcl-W Bim block	SMILES
100	-14	-11	-15	-18	100	7	-43	101	-9	-2	COc1ccc(Cl)cc1-c1n[nH]c(=S)n1C
91	-14	0	-6	-9	83	-7	-18	97	-3	-3	COC(=O)C(NC(=O)c1ccco1)(Nc1nc(C)cs1)C(F)(F)F (configuration not stated)
98	-1	-2	-1	-9	87	-7	2	92	-2	-4	O=S(=O)(c1ccccc1)N1CCN(c2ncnc3sc(-c4ccccc4)cc23)CC1
99	-1	0	-5	0	100	-3	-26	100	-2	-3	Cc1c2cnn(-c3ccccc3)c(=O)c2c(C)n1CCCC(=O)N1CCN(c2ncccn2)CC1
93	-4	-2	-4	3	91	17	-3	90	-3	-3	CCOn1c(=O)c(-c2ccc(OC)c(OC)c2)[n+]([O-])c2ccccc21
100	-5	-2	-3	-6	99	-2	-19	102	0	1	CCOC(=O)C1CCCN(C(=S)Nc2cc(C)cc(C)c2)C1 (configuration not stated)
98	3	2	3	1	98	21	5	98	0	2	O=C(Cc1ccccc1)N1CCC(O)(c2cccnc2)CC1
143*[activator]	-1	-3	-2	-5	315*[activator]	-6	-17	329*[activator]	4	-1	O=C(NCC1OCCc2ccccc21)c1ccc(NC(=O)c2ccc(Cl)cc2Cl)cc1 (configuration not stated)
101	x	x	x	x	100	1	-29	u	x	x	C/C(=N\N1CCN(Cc2ccccc2Cl)CC1)c1ccc([N+](=O)[O-])cc1
101	-2	-3	-8	0	97	7	-43	99	-2	-2	Clc1cccc(-c2nc3nc4ccccc4nc3n2Cc2ccccc2)c1
99	0	-5	0	0	97	16	-17	95	-1	0	O=C(/C=C/c1cccc([N+](=O)[O-])c1)NCc1ccc2c(c1)OCO2
99	0	2	1	0	102	22	1	103	2	-1	CC(C)C(C(=O)Nc1cccnc1)N1C(=O)c2ccccc2C1=O (configuration not stated)
97	x	x	x	x	96	-14	-17	u	x	x	CC(C)Oc1c(N2CCOCC2)c(=O)c1=O
96	0	-8	-65	11	99	17	-15	110	-7	-4	COCCN(C(=S)Nc1ccc(OC)c(Cl)c1)C1CCN(C(C)C)CC1
101	-1	0	-1	0	99	-6	-11	104	-2	0	CSc1ncc(C(=O)O)c(C)n1
100	-6	0	-4	-11	102	16	0	104	0	2	Clc1ccc(Cn2ncc3c(NCc4ccccc4)ncnc32)cc1
101	-7	-8	-7	-18	99	-1	-26	101	-2	-1	CC1(C)Cc2cccc(OCC(=O)Nc3cccnc3)c2O1
98	x	x	x	x	96	4	-15	u	x	x	Cn1nc(-c2ccccc2)cc1NC(=O)C1CCCCC1
102	-11	-5	-11	-18	104	-2	-15	100	0	-1	NC(CC(=O)O)c1cccc(OCc2ccccc2)c1 (configuration not stated)
104	1	0	-4	-3	104	12	-19	104	-2	0	O=C(/C=C/c1ccccc1)NC1CC2CCC1C2 (configuration not stated)
96	-7	-12	-10	-13	97	5	7	96	-2	-3	Cc1ccc(N(C(=O)Cn2nnc(-c3ccc(C)o3)n2)C(C(=O)NC2CCCC2)c2ccco2)cc1 (configuration not stated)
101	7	2	7	4	98	6	-16	99	0	0	COC(=O)CNc1nc(OC)nc(N(C)C)n1
93	-3	-1	1	-1	103	5	-9	99	-1	-7	COc1cc(NC(=O)c2ccco2)c(OC)cc1NC(=O)CSc1nnc(-c2cccs2)n1C
101	-13	0	-9	-8	101	x	-27	102	-3	-3	O=C(CSc1nnc(CNC(=O)c2ccco2)o1)c1ccc(Cl)cc1
102	-11	-8	-12	-13	105	13	-8	99	-3	-3	COc1ccc(NC(=O)Cc2coc3ccc4ccccc4c23)cc1S(=O)(=O)N1CCOCC1
101	-8	-1	-6	-10	102	24	-23	104	0	1	CCOC(=O)C1CCCN(C(=O)CN(c2ccc(OC)cc2)S(=O)(=O)c2c(C)noc2C)C1 (configuration not stated)
109	x	x	x	x	117	-21	-62	u	x	x	COc1ccc(-c2nnc(NC(=O)c3ccccc3C)o2)cc1
70	3	-6	-4	3	49*	-9	-22	50	0	1	S=C(NCc1ccc2[nH]c3c(c2c1)CCCC3)Nc1ccccc1
100	x	x	x	x	102	-6	-17	u	x	x	COc1cc(NC(=S)N(C)C)c(OC)cc1Cl
100	-1	-3	-2	-6	98	22	-9	97	2	2	CCOC(=O)c1c(C)n(C)c2ccc(OCC(O)CN3CCC(C)CC3)cc12 (configuration not stated)
103	2	0	0	1	104	-8	-17	103	0	1	O=C(Cc1nn[nH]n1)c1ccccc1O
102	0	2	8	5	101	14	-26	105	0	1	CC1CC(Nc2ccccc2)c2ccccc2N1C(=O)c1ccncc1 (configuration not stated)
101	-3	0	-10	2	102	34	32	102	-1	3	COc1ccc(CNc2ccccc2SC)cc1OC
99	-2	-2	-4	-3	96	x	x	99	-1	-3	COc1cc2c(cc1OC)C(C(=O)O)C(c1ccc(C)o1)N(C)C2=O (configuration not stated)
98	-4	-2	0	-3	95	-7	-17	97	-3	-2	Cc1ccccc1NC(=O)Cn1nnc2c(cnn2-c2ccc(F)cc2)c1=O
102	0	-6	-4	-3	101	13	15	97	-4	-3	Cc1ccc(S(=O)(=O)c2nc(-c3ccco3)oc2SCC(=O)NCC2CCCO2)cc1 (configuration not stated)
107	-8	-9	-11	-13	102	x	-12	102	-2	0	CC(C)C(NS(=O)(=O)c1ccc2c(c1)OCCO2)C(=O)NCCc1ccccn1 (configuration not stated)
103	0	-2	-6	-10	97	12	-4	100	2	0	CN1CCCCc2c1nc1c(c2N)CCCC1
93	x	x	x	x	83	-6	4	u	x	x	OCCN(CC#CC(O)(c1ccccc1)c1cccc(F)c1)CCO (configuration not stated)
101	-10	-5	-9	-15	94	15	-20	97	-4	-2	c1ccc(C(Cc2nc(-c3cccnc3)no2)c2ccccc2)cc1
97	-8	-18	-14	-12	92	0	1	92	-4	-6	Cc1ccc2nsnc2c1NC(=O)c1ccc2c(c1)OCCO2
100	-5	-3	-5	-2	102	2	-22	103	1	-1	N#CC1=C2Sc3ccccc3N2CCCC1=O
93	-7	-1	-8	-14	95	18	-19	94	0	0	COc1ccc(C(=O)N2CCN(c3nc4ccccc4o3)CC2)cc1OC
103	-9	-4	-8	-12	103	16	12	103	0	0	C=CCn1cc(C(=O)NCc2cccnc2)c(=O)c2cc(S(=O)(=O)N(CC)CC)ccc21
99	-3	2	1	-3	101	-7	-4	105	0	-1	COc1cccc(N(CC(=O)Nc2ccccc2C)S(C)(=O)=O)c1
100	-1	-3	-2	-5	102	0	-24	98	-1	-4	COCCNc1cc(C)nc2cc(-c3ccc(C)cc3)nn12
100	0	0	0	1	99	-82	-72	97	-1	0	CCCCN(CCCC)S(=O)(=O)c1ccc(C(=O)Nc2nnc(CSC)o2)cc1
103	-6	-5	-11	-11	101	2	0	101	-2	0	CC(C)C(NC(=O)c1ccc(Cl)cc1)C(=O)O (configuration not stated)
102	-9	2	-5	-10	101	6	0	104	-2	0	CCOC(=O)c1c(-c2ccc(Cl)cc2)cn2ccccc12
100	0	0	3	5	96	-22	-14	100	4	2	O=S(=O)(Cc1ccc(Cl)cc1)c1ccccc1-c1nnc(-c2ccccc2)o1

Some of these compounds in order of number of heavy atoms, largest number first:
RGS8-Gao	Bim-Bcl-2	Bim-Bcl-XL	Bim-Bcl-B	Bim-Bfl-1	RGS4-Gao reg	Mcl1 Noxa PPI	Mcl1 Bid PPI	RGS7-Gao	Bim-Mcl-1	Bcl-W Bim block	SMILES
101	-8	-1	-6	-10	102	24	-23	104	0	1	CCOC(=O)C1CCCN(C(=O)CN(c2ccc(OC)cc2)S(=O)(=O)c2c(C)noc2C)C1 (configuration not stated)
103	-9	-4	-8	-12	103	16	12	103	0	0	C=CCn1cc(C(=O)NCc2cccnc2)c(=O)c2cc(S(=O)(=O)N(CC)CC)ccc21
102	0	-6	-4	-3	101	13	15	97	-4	-3	Cc1ccc(S(=O)(=O)c2nc(-c3ccco3)oc2SCC(=O)NCC2CCCO2)cc1 (configuration not stated)
107	-8	-9	-11	-13	102	x	-12	102	-2	0	CC(C)C(NS(=O)(=O)c1ccc2c(c1)OCCO2)C(=O)NCCc1ccccn1 (configuration not stated)
100	-1	-3	-2	-6	98	22	-9	97	2	2	CCOC(=O)c1c(C)n(C)c2ccc(OCC(O)CN3CCC(C)CC3)cc12 (configuration not stated)
93	-7	-1	-8	-14	95	18	-19	94	0	0	COc1ccc(C(=O)N2CCN(c3nc4ccccc4o3)CC2)cc1OC
102	0	2	8	5	101	14	-26	105	0	1	CC1CC(Nc2ccccc2)c2ccccc2N1C(=O)c1ccncc1 (configuration not stated)
101	-10	-5	-9	-15	94	15	-20	97	-4	-2	c1ccc(C(Cc2nc(-c3cccnc3)no2)c2ccccc2)cc1
99	-3	2	1	-3	101	-7	-4	105	0	-1	COc1cccc(N(CC(=O)Nc2ccccc2C)S(C)(=O)=O)c1
109	x	x	x	x	117	-21	-62	u	x	x	COc1ccc(-c2nnc(NC(=O)c3ccccc3C)o2)cc1
100	-1	-3	-2	-5	102	0	-24	98	-1	-4	COCCNc1cc(C)nc2cc(-c3ccc(C)cc3)nn12
102	-9	2	-5	-10	101	6	0	104	-2	0	CCOC(=O)c1c(-c2ccc(Cl)cc2)cn2ccccc12
101	-3	0	-10	2	102	34	32	102	-1	3	COc1ccc(CNc2ccccc2SC)cc1OC
103	-6	-5	-11	-11	101	2	0	101	-2	0	CC(C)C(NC(=O)c1ccc(Cl)cc1)C(=O)O (configuration not stated)

(listing goes on)
RGS8-Gao	Bim-Bcl-2	Bim-Bcl-XL	Bim-Bcl-B	Bim-Bfl-1	RGS4-Gao reg	Mcl1 Noxa PPI	Mcl1 Bid PPI	RGS7-Gao	Bim-Mcl-1	Bcl-W Bim block	SMILES
96	-3	-12	-9	-6	97	-2	-52	95	-9	-3	CN(C)S(=O)(=O)c1ccc(C(=O)Nc2cccnc2)cc1
102	-8	-7	-11	-6	100	7	-8	103	-2	-4	Cc1ccc(OCc2nnc(SCC(=O)c3ccccc3)n2Cc2ccco2)cc1
99	-6	0	-6	-15	104	9	-42	101	0	2	CCCCN1CCc2c1nc1ccc(Br)cc1c2N
103	-1	-2	0	-2	101	-8	8	101	-4	1	CCCOc1ccc(Oc2cc(C)nc(SC)n2)nn1
104	-3	-10	-12	0	103	18	4	105	-5	-6	O=C(NC(NC(=S)Nc1cccc(C(=O)O)c1)C(Cl)(Cl)Cl)OCc1ccccc1 (configuration not stated)
99	-10	-8	-10	-13	96	2	4	96	-7	-7	O=c1cc(-c2ccc3c(c2)OCCO3)oc2ccc(Cl)cc12

Full records, quoted from the list:
`Cc1ccc(OCc2nnc(SCC(=O)c3ccccc3)n2Cc2ccco2)cc1` as listed: RGS8-Gao: 102; Bim-Bcl-2: -8; Bim-Bcl-XL: -7; Bim-Bcl-B: -11; Bim-Bfl-1: -6; RGS4-Gao reg: 100; Mcl1 Noxa PPI: 7; Mcl1 Bid PPI: -8; RGS7-Gao: 103; Bim-Mcl-1: -2; Bcl-W Bim block: -4
`CCCOc1ccc(Oc2cc(C)nc(SC)n2)nn1` as listed: RGS8-Gao: 103; Bim-Bcl-2: -1; Bim-Bcl-XL: -2; Bim-Bcl-B: 0; Bim-Bfl-1: -2; RGS4-Gao reg: 101; Mcl1 Noxa PPI: -8; Mcl1 Bid PPI: 8; RGS7-Gao: 101; Bim-Mcl-1: -4; Bcl-W Bim block: 1
